All columns: NCI-60 one-dose screen, growth in % after 48 h at 10 µM unless noted; 100 = growth as untreated, 0 = no growth, -100 = all killed.
SK-MEL-28 = SK-MEL-28 melanoma | 81,000 tested, 4.1% active | AID 1794761
MCF7 = MCF7 breast cancer | 82,000 tested, 6.3% active | AID 1794796
T-47D = T-47D breast cancer. 79,000 tested, 5% active
BT-549 = BT-549 breast cancer | 78,000 tested, 4.4% active
MDA-MB-468 = MDA-MB-468 breast cancer | 78,000 tested, 8.5% active
HS 578T = HS 578T breast cancer; 78,000 tested, 4.1% active; AID 1794788
LOX IMVI = LOX IMVI melanoma. AID 1794757. 79,000 tested, 7.4% active
MDA-MB-231 = MDA-MB-231 breast cancer; AID 1794789; 81,000 tested, 5% active
Starred values were filed as active, the others as inactive; . = not tested or not shown; & = joins results of further samples. How the source made its calls: active means growth percent below 10; inactive means the rest.

mol,SK-MEL-28,MCF7,T-47D,BT-549,MDA-MB-468,HS 578T,LOX IMVI,MDA-MB-231
C/C(=C/c1cc(Cl)ccc1O)c1ccc2cc(Cl)ccc2[o+]1,106,95,96,118,107,107,88,94
O=C1NCC(Nc2ccc(Br)cc2)C(=O)N1 (stereo not drawn),108,102,103,98,96,114,100,94
S=c1cn[nH]c2ccccc12,113,90,93,104,109,98,90,108
CCC(=O)Oc1ccc(C(OC(C)=O)OC(C)=O)cc1,107,98,92,111,107,109,94,129
Nc1c2c(nc3ccc(Br)cc13)CC(c1ccccc1)CC2=O (stereo not drawn),56,21,43,43,-4.7*,31,.,60
CCc1cc2c(c3ccc(C(=O)CBr)cc13)CCCC2,108,93,71,80,111,99,93,100
C=CCN1[C@@H]2CC3CN4C(=O)C(=O)N5c6cccc7c6[C@](O)(CCC7)[C@H]2[C@@]45[C@]31C(=O)OCC (stereo partly drawn),100,98,76,97,70,89,101,112
Cc1c(C(=O)OCCCl)c(=O)n(-c2ccccc2)n1C,109,97,112,110,105,97,106,106
O=C1C(Cl)C(c2ccccc2[N+](=O)[O-])N1n1cnnc1 (stereo not drawn),108,88,.,92,112,98,92,100
CC12CCC(CC1O)C2C(=O)O (stereo not drawn),108,100,101,131,92,108,100,108
O=C(Cc1c[nH]c2ccccc12)N=Nc1c(O)[nH]c2ccc(Br)cc12,114,81,80,98,88,89,92,77
CCCCOc1ccc(S(=O)(=O)N2CCN(c3nc(C)cc(N4CCOCC4)n3)CC2)cc1,-2.3*,77,56,-6.8*,35,64,-71*,3.8*
COc1ccc(C(=O)n2cc(C=O)c3ccccc32)cc1,102,82,106,100,105,101,76,92
O=C(O)CCc1ccc(NC(=O)CN(CCO)CCO)cc1,110,106,97,106,103,92,107,118
O=C(O)c1ccc(-n2cc(CNc3cccc(Br)c3)c(-c3ccc(F)cc3)n2)cc1,97,67,77,116,118,99,59,92
C/C(=C\c1csc(C)n1)[C@@H]1C[C@@H]2O[C@]2(C)CCC[C@H](C)[C@H](O)[C@@H](C)C(=O)C(C)(C)[C@@H](O)CC(=O)N1,-43*,-82*,-22*,-45*,22,-62*,-100*,-55*
Cc1ccc(NS(=O)(=O)c2ccc(-c3cnc(C4CC4)o3)cc2)cc1C(F)(F)F,64,27,55,64,.,69,56,79
CCOC(=O)C1OC1(c1ccccc1)c1ccccc1 (stereo not drawn),119,105,110,110,104,114,113,99
CCn1cc(C(=O)NNC(=S)Nc2ccc(Cl)cc2)c(=O)c2ccc(C)nc21,104,92,87,100,112,89,96,99
Cn1c(SCC(=O)NNc2ncnc3ccccc23)nc(-c2ccc(O)cc2)c(C#N)c1=O,115,87,105,119,112,97,.,96
Cc1ccc(N=C2NC(=O)CS2)c(C)c1,107,98,106,105,102,109,99,108
CC(C)CC(=O)OC1CCC(C2CCCCC2)CC1 (stereo not drawn),106,96,85,97,102,107,103,99
Fc1ccc(NCc2ccc3cc2OCC#C/C=C\C#CCO3)cc1,115,71,82,66,78,102,.,94
C/C(=C(\CNc1ccc(S(=O)(=O)c2ccc(N)cc2)cc1)C(=O)c1ccccc1)c1ccccc1,125,89,75,95,84,99,97,91
O=C(CN1C(=O)C(=O)c2ccccc21)Nc1ccc(-c2nc3ccccc3s2)cc1,115,55,71,104,27,114,100,94
CCOC(=O)c1cc(-c2ccc(Br)cc2)n(C(=O)CSc2nc3sc4c(c3c(=O)n2-c2ccc(Cl)cc2)CCCC4)n1,110,80,91,104,125,112,112,95
CCOC(=O)c1c(N2CCN(C)CC2)[nH]c(=O)c(C=Nc2ccc(Cl)cc2)c1O,96,94,66,63,87,117,38,84
CN1CCN(c2ccc(-c3cccc(CN4CCOCC4)c3)cc2NC(=O)c2c[nH]c(=O)cc2C(F)(F)F)CC1,102,86,98,102,86,92,92,81
Cc1ccc2oc(=O)cc(-c3nc4ccc([N+](=O)[O-])cc4[nH]3)c2c1,64,57,25,42,29,64,68,64
Cc1ccc(S(=O)(=O)c2ccc3[nH]c(=O)[nH]c(=O)c3c2)cc1,114,92,91,92,102,101,101,101

Reformatted: results already given
Values run as follows: SK-MEL-28, MCF7, T-47D, BT-549, MDA-MB-468, HS 578T, LOX IMVI, MDA-MB-231
> C/C(=C/c1cc(Cl)ccc1O)c1ccc2cc(Cl)ccc2[o+]1
→ 106, 95, 96, 118, 107, 107, 88, 94
> O=C1NCC(Nc2ccc(Br)cc2)C(=O)N1 (stereo not drawn)
→ 108, 102, 103, 98, 96, 114, 100, 94
> S=c1cn[nH]c2ccccc12
→ 113, 90, 93, 104, 109, 98, 90, 108
> CCC(=O)Oc1ccc(C(OC(C)=O)OC(C)=O)cc1
→ 107, 98, 92, 111, 107, 109, 94, 129
> Nc1c2c(nc3ccc(Br)cc13)CC(c1ccccc1)CC2=O (stereo not drawn)
→ 56, 21, 43, 43, -4.7*, 31, ., 60
> CCc1cc2c(c3ccc(C(=O)CBr)cc13)CCCC2
→ 108, 93, 71, 80, 111, 99, 93, 100
> C=CCN1[C@@H]2CC3CN4C(=O)C(=O)N5c6cccc7c6[C@](O)(CCC7)[C@H]2[C@@]45[C@]31C(=O)OCC (stereo partly drawn)
→ 100, 98, 76, 97, 70, 89, 101, 112
> Cc1c(C(=O)OCCCl)c(=O)n(-c2ccccc2)n1C
→ 109, 97, 112, 110, 105, 97, 106, 106
> O=C1C(Cl)C(c2ccccc2[N+](=O)[O-])N1n1cnnc1 (stereo not drawn)
→ 108, 88, ., 92, 112, 98, 92, 100
> CC12CCC(CC1O)C2C(=O)O (stereo not drawn)
→ 108, 100, 101, 131, 92, 108, 100, 108
> O=C(Cc1c[nH]c2ccccc12)N=Nc1c(O)[nH]c2ccc(Br)cc12
→ 114, 81, 80, 98, 88, 89, 92, 77
> CCCCOc1ccc(S(=O)(=O)N2CCN(c3nc(C)cc(N4CCOCC4)n3)CC2)cc1
→ -2.3*, 77, 56, -6.8*, 35, 64, -71*, 3.8*

(cont.)
mol,SK-MEL-28,MCF7,T-47D,BT-549,MDA-MB-468,HS 578T,LOX IMVI,MDA-MB-231
CCCCCCCC/C=C\CCCCCCCC(=O)OCCCCCCCCCCCCCCC,119&122,108&107,97&96,110&132,108&115,111&119,89&101,110&138
CCN1CCN(C(=S)SCC(=O)Nc2nc3ccc(C)cc3s2)CC1,108,105,88,108,104,112,3.5*,104
CC1(O)CCCCC1O (stereo not drawn),113,106,98,94,108,102,106,108
COc1ccc(N=Nc2cc(-c3ccc(Cl)cc3)oc2O)cc1,111,102,93,102,112,102,96,77
CCn1c(Cc2ccccc2Nc2c(Cl)cccc2Cl)nnc1SCC(=O)NN1C(=O)/C(=C/c2cc(OC)c(O)c(OC)c2)SC1=S,46,17,24,50,-3.0*,5.3*,27,61
CNC1=C([N+](=O)[O-])C(c2ccccc2)C(C#N)=C(c2ccc[nH]2)O1 (stereo not drawn),103,93,91,103,104,106,92,99
O=C(N/N=C/c1ccc(OCc2ccccc2)cc1)c1cnn2c1NC(c1ccccc1)C2 (stereo not drawn),95,87,79,103,103,104,96,106
COc1ccc(-c2cc(-c3cccnc3)nc3n[nH]c(N)c23)cc1OC,100,82,69,103,91,68,90,76
COc1cc(-c2n/c(=C\c3c(O)[nH]c4ccccc34)cc3c2=Nc2ccccc2-3)cc(OC)c1OC,43,3.3*,52,6.6*,5.2*,3.8*,26,11
COc1ccc(/C=C(\c2cc(OC)c(OC)c(OC)c2)c2nnc(-c3ccc(OC)cc3)o2)cc1,114,101,83,104,104,85,94,121
Cc1cc(=O)n(C(=O)NCc2ccc(Cl)cc2Cl)[nH]1,116,92,96,116,95,98,99,108
COc1cc(C2CC(c3ccc(Oc4ccc(Cl)cc4)cc3)=NN2c2nc(-c3ccc(F)cc3)c(C#N)c(N3CCOCC3)n2)cc(OC)c1OC (stereo not drawn),97,86,94,108,125,102,76,94
Cn1nc(C(F)(F)F)cc1-c1cnc(C#N)nc1NC1CCCCCC1,94,88,73,103,98,94,96,92
O=C(COC(=O)c1ccc(S(=O)(=O)N2CCCCCC2)cc1)NCC1CCCCC1,118,114,97,119,.,107,94,108
CC(OC1CCC(OC2NCC(C(F)(F)F)CC2Cl)CC1)C(=O)NCCCCC(NC(=O)COCCOCCNC(=O)c1ccc(N2CCN(Cc3ccc(Cl)cc3)CC2)c([N+](=O)[O-])c1)C(=O)NCCCCC(NC(=O)COCCOCCNC(=O)C(NS(=O)(=O)C1CCC(N=NC2CCC(N(C)C)CC2)CC1)C(C)C)C(=O)NCCOCCOCC(=O)NC(CCCCNC(=O)CN1CCN(CC(=O)O)CCN(CC(=O)O)CCN(CC(=O)O)CC1)C(=O)O (stereo not drawn),98,97,95,105,94,106,89,93
C[C@@H]1CC[C@]2(C)[C@H](CC[C@@H]3O[C@@]32C)[C@@]1(C)CCc1ccoc1,107,89,94,104,99,84,102,96
OCC(O)C(O)C(O)C(O)c1nc2ccccc2s1 (stereo not drawn),106,107,105,107,122,95,111,104
CCOC(=O)c1cc(C(=O)c2cc(OC)c(OC)c(OC)c2)n2ccc3ccccc3c12,108,100,108,105,99,102,96,102
COc1cc(/C=C2\SC(=S)NC2=O)ccc1OCCCCOc1ccc(/C=C2\SC(=S)NC2=O)cc1OC,106,104,110,116,97,105,102,109
Nc1nc(N)c2c(ccc3c2ccn3Cc2cccc([N+](=O)[O-])c2)n1,-97*,-79*,-67*,-91*,-85*,-58*,-83*,-88*
Cc1ccc(SC2c3ccc(Br)cc3Oc3nc(N)c(C#N)c(N)c32)cc1 (stereo not drawn),121,48,72,80,100,101,81,89
CCCCCCCCCCCC(=O)OCCCC,108,96,105,110,105,104,108,108
COc1cc(CNC(=O)Cc2ccccc2)ccc1OCc1cn(-c2ccc(F)cc2)nn1,103,92,95,100,100,99,100,90
C[C@H]1[C@H](C)CC[C@]2(C(N)=O)CC[C@]3(C)C(=CC[C@@H]4[C@@]5(C)Cc6c([nH]c7ccccc67)C(C)(C)[C@@H]5CC[C@]43C)[C@H]12,102,63,63,106,92,111,89,87
Cc1[nH]c(=O)[nH]c(=O)c1CCSSCCc1c(C)[nH]c(=O)[nH]c1=O,114,87,97,105,105,142,98,119
COc1ccc(-c2nc(-c3ccccc3C)c3c(-c4ccc(C(F)(F)F)cc4)c(-c4ccccc4)[nH]c3n2)cc1,98,97,81,120,107,101,89,98
CCn1c(Sc2nnc(NC(=O)CSC(=S)N3CCCCC3)s2)nc2c1c(=O)n(C)c(=O)n2C,78,92,87,80,99,91,81,103
O=C(O)CNCc1ccc(Cl)cc1,107,95,99,119,115,99,104,109
O=[N+]([O-])c1cc(S(=O)(=O)NCc2ccco2)ccc1N/N=C/c1ccccn1,95,82,102,90,114,94,94,96
O=Cc1ccc(OCc2cn(CC(=O)Nc3nc4ccccc4s3)nn2)cc1,104,96,113,102,103,109,90,99

Next part
mol,SK-MEL-28,MCF7,T-47D,BT-549,MDA-MB-468,HS 578T,LOX IMVI,MDA-MB-231
CC(=O)Nc1ccc(C(=O)C=O)cc1,114,108,102,141,109,93,103,101
Cc1cc(N(CCCNc2ccnc3cc(Cl)ccc23)Cc2ccccn2)nc(N2CCOCC2)n1,106,87,.,91,79,81,.,95
O=C1C=CC(=O)C2CC=CCC12 (stereo not drawn),113,89,99,95,113,100,97,69
NNC(=O)c1nc[nH]c1C(=O)NN,102,95,98,102,91,102,100,98

Limited to LOX IMVI, for some of the entries so far:
compound	LOX IMVI
C/C(=C/c1cc(Cl)ccc1O)c1ccc2cc(Cl)ccc2[o+]1	88
O=C1NCC(Nc2ccc(Br)cc2)C(=O)N1 (stereo not drawn)	100
